# From PubChem
# uPA generation: qHTS for Inhibitors of Cell Surface uPA Generation; cell surface uPA generation assay, qHTS; Potency, µM (titrated, usually from 38.3 µM), without a hit: at the top dose activity change, negative = inhibition, most hits filed as inhibitors; hit rate 0.31% among 330,000; active = well fitted inhibition curve with a large enough effect; inconclusive = small, poorly fitted or top-dose-only effect; inactive = no such curve, though single readings can be large or run the other way; tested in mouse RAW 264.7 cells; also: % is scaled to controls: 0 for no effect and ±100 for the full control effect; nearly all actives have a fitted effect of over 55% in size
# MBNL1-CUG inh: qHTS Assay for Inhibitors of MBNL1-poly(CUG) RNA binding; TR-FRET MBNL1-His/biotin-(CUG)12 binding, 665/545 ratio; Potency, µM (titrated, usually from 57.5 µM), without a hit: at the top dose activity change, negative = inhibition, usual class: inhibitors; hit rate 0.036% among 280,000; AID 2675, 2010; active = well fitted inhibition curve with a large enough effect in the signal ratio, with a control signal flat, not every such curve was filed as active; inconclusive = small, poorly fitted or top-dose-only effect, or effect the other way, or a change in a side signal; inactive = no such curve, though single readings can be large or run the other way; the % refers to the signal ratio; also: % is scaled to controls: 0 for no effect and ±100 for the full control effect
# Target sequence (Q9NR56 whole entry, looked up): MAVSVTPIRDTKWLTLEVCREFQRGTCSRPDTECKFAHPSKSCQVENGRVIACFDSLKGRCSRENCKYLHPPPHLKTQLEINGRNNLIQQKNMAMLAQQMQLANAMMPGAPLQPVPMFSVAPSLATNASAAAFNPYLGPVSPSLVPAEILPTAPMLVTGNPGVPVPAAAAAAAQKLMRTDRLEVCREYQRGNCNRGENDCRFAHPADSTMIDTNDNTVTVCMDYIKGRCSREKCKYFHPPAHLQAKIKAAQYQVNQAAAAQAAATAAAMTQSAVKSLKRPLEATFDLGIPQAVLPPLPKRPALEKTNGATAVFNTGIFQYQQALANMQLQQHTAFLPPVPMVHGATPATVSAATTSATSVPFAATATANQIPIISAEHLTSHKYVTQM
#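 MBNL1-His + Biotin-(CUG)12, cpd titration 92 nM–58 uM; Tb anti-His Ab 0.055 ng/ul, SA-XL665 5 nM (final); 60 min RT; ratiometric 665/545 nm, Ex 340 nm; normalized to buffer and full-complex controls.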
# BRCA1 expr act: qHTS Assay to Identify Small Molecule Activators of BRCA1 Expression; MCF7-BRCA1-FFLuc reporter, luminescence, 48 h; response scale: scaled: vehicle 0%, 10 µM genistein 100%; Potency, µM (top dose mostly 46.1 µM), for inactives: at the highest dose activation, usual class: activators; hit rate 1.1% among 380,000; AID 624202, 2012; also: nearly all actives have a fitted effect of over 80% in size; some results filed as inactive show a strong effect at the top dose
#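 MCF7 cells carrying a BRCA1-firefly luciferase reporter (2000 cells/well, phenol-red free MEM) were attached for 2 h at 37 °C, then given compounds for 48 h. Luminescence was read 15 min after luciferase reagent; activity normalized to genistein (10 microM) and DMSO.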
# VP16 counter: VP16 counterscreen qHTS for inhibitors of ROR gamma transcriptional activity; AID 2546, 2010; hit rate 3.5% among 310,000; Drosophila S2 Gal4-VP16 UAS-luciferase, luminescence, 20 h; Potency, µM (titrated, usually from 53.6 µM), for the others: top-dose activity, negative = inhibition, most hits filed as inhibitors;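 also: Gal4-VP16 expression switched on by copper sulfate through the metallothionein promoter; % is scaled to controls: 0 for no effect and ±100 for the full control effect; nearly all actives have a fitted effect of over 50% in size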
# FLuc modulator: qHTS profiling assay for firefly luciferase inhibitor/activator using purifed enzyme and Km concentrations of substrates (counterscreen for miR-21 project). Luciferin 4-monooxygenase (Photinus pyralis), P08659. purified FLuc, Km substrates, luminescence inhibition. Potency, µM (highest dose often 57.5 µM), for inactives: at the highest dose activity change, negative = inhibition, usual class: inhibitors. hit rate 6.9% among 360,000. AID 588342, 2011;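 also: plate controls were vehicle for no effect and reference inhibitor for full effect; nearly all actives have a fitted effect of over 55% in size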
# Target sequence (P08659 whole entry, looked up): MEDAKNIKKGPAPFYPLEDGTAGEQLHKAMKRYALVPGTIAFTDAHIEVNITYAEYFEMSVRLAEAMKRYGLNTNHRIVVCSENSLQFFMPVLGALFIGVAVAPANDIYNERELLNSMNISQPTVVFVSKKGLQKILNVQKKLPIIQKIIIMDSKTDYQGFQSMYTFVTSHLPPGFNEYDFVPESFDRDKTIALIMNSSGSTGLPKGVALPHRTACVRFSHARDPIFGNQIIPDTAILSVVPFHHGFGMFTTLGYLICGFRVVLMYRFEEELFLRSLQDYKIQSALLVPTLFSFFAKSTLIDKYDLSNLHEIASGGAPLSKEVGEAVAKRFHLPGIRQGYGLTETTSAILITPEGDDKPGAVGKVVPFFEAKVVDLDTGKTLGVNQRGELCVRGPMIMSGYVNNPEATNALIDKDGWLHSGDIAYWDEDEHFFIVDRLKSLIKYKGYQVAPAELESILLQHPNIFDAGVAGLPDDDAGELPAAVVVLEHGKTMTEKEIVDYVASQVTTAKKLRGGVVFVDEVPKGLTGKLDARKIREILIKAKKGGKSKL
#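 Purified P. pyralis luciferase, 10 nM final, with Km-level 10 uM D-luciferin and 10 uM ATP in 50 mM Tris acetate pH 7.5, 10 mM Mg acetate, 0.01% Tween-20, 0.05% BSA; 6-point qHTS titration about 60 µM downward; luminescence read.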
# MLL CXXC-DNA inh: qHTS Fluorescence Polarization Assay for Inhibitors of MLL CXXC domain - DNA interaction. Potency, µM (highest dose often 115 µM), for inactives: at the highest dose activity change, negative = inhibition, most hits filed as inhibitors. AID 2662, 2010. MLL-CXXC / FITC-HOXA9 DNA fluorescence polarization. Histone-lysine N-methyltransferase 2A (Homo sapiens), Q03164. hit rate 0.037% among 290,000; active = well fitted inhibition curve with a large enough effect in the polarisation, with a control signal flat, not every such curve was filed as active; inconclusive = small, poorly fitted or top-dose-only effect, or effect the other way, or a change in a side signal; inactive = no such curve, though single readings can be large or run the other way; the % refers to the polarisation
#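 Purified MLL-CXXC (added from a 7 uM solution) was preincubated 5 min at ambient with pinned compounds in 50 mM Tris-HCl pH 7.5, 50 mM NaCl, 1 mM DTT, 0.05% BSA. Fluorescein-labeled HOX-A9 DNA (50 nM solution) followed, 30 min, then polarization read.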
# RORgamma inh: qHTS for inhibitors of ROR gamma transcriptional activity | Drosophila S2 Gal4-RORgamma UAS-luciferase reporter, 20 h | Potency, µM (doses to about 53.6 µM), for inactives: at the highest dose activity change, negative = inhibition, most hits filed as inhibitors | hit rate 5.4% among 310,000 | AID 2551, 2010; also: % is scaled to controls: 0 for no effect and ±100 for the full control effect; nearly all actives have a fitted effect of over 60% in size
#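 Drosophila Schneider cells stably carrying a metallothionein-driven Gal4 DBD–ROR gamma fusion and a UAS-Photinus luciferase reporter were exposed to compound for 1 hr, then induced with copper sulfate (700 uM final) for 20 hr at ambient temperature before luminescence reading.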
# p53 reactivation: qHTS assay for re-activators of p53 using a Luc reporter | Potency, µM (doses to about 92.2 µM), without a hit: top-dose activity change, positive = activation, usual class: activators | hit rate 0.063% among 320,000 | AID 504706, 2011 | H1299 p53-A138V BP100-luciferase reporter, luminescence, 24 h; also: % of control where 0% means no effect; nearly all actives have a fitted effect of over 45% in size
#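 H1299 (p53-null), stable ts p53-A138V + BP100-Luc; 1000 cells/well, Opti-MEM/10% FBS; cpd 4 pt, 1:5; 24 h, 37 deg C, 5% CO2; detection reagent 10 min RT; luminescence.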
# ELG1 genotoxic: qHTS screen for small molecules that induce genotoxicity in human embryonic kidney (HEK293T) cells expressing luciferase-tagged ELG1; HEK293T ELG1-luciferase reporter, luminescence, 16 h; Potency, µM (doses to about 46 µM), inactives show at the top dose activity change, positive = activation, hits mostly activators; hit rate 1.3% among 330,000; also: % of control where 0% means no effect; nearly all actives have a fitted effect of over 60% in size
#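 Quantitative HTS format in 1536-well plates. HEK293T ELG1-luciferase reporter cells receive test compound and are incubated 16 hr at 37 °C, 5% CO2; ONE-Glo added, 30 min room temperature, then luminescence read.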
# NPC1 prom act: qHTS Assay for NPC1 Promoter Activators. AID 485313, 2010. Huh7 NPC1 promoter luciferase reporter, 24 h. hit rate 2.4% among 320,000. Potency, µM (top dose mostly 9.22 µM), for the others: at the top dose activation, actives largely listed as activators;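 also: % of control where 0% means no effect; nearly all actives have a fitted effect of over 60% in size; reporter is driven by a mutant NPC1 promoter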
#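 NPC1 promoter–luciferase Huh7 cells; 24 h compound; luminescence.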
# Rab9 promoter act: qHTS Assay for Rab9 Promoter Activators; hit rate 2.8% among 320,000; AID 485297, 2010; Potency, µM (highest dose often 9.22 µM), inactives show at the top dose activation, negative = inhibition, actives largely listed as activators; Huh7 Rab9 promoter-luciferase reporter, luminescence, 24 h; also: % of control where 0% means no effect; nearly all actives have a fitted effect of over 60% in size
#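 Luminescence read-out: Huh7 cells stably expressing Rab9-luciferase, treated 24 h with compound at 37 °C, then lysed with luciferase reagent for 10 min at ambient before reading.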
# * = called active by the depositor; ? = inconclusive; nt = not tested or not shown; [ ] = another dose, or the depositor's remark. Unless noted, calls follow the shape of the dose curve; as a rule, active = well fitted curve in the direction sought with a large enough effect; inconclusive = small, poorly fitted or top-dose-only effect, or another doubt; inactive = no such curve, though single readings can be large; an effect the other way counts as inactive or inconclusive. Potency is read from the fitted curve at half-maximal effect.
structure	uPA generation	MBNL1-CUG inh	BRCA1 expr act	VP16 counter	FLuc modulator	MLL CXXC-DNA inh	RORgamma inh	p53 reactivation	ELG1 genotoxic	NPC1 prom act	Rab9 promoter act
CCOC(=O)C1C(=O)CC(C)(O)C(C(=O)OCC)C1c1ccc(OC)cc1 (stereo not drawn)	1%	1%	0%	5%	-1%	1%	-3%	nt	nt	nt	nt
CCOC(=O)N1CCN(Cc2nc3c(c(=O)n(C)c(=O)n3C)n2Cc2cccc3ccccc23)CC1	-5%	-4%	-18%	-4%	0%	-1%	-7%	-8%	0%	0%	9%
CCn1c(SCC(=O)NCCc2ccc(OC)c(OC)c2)nc2c1c(=O)n(C)c(=O)n2C	9%	-13%	0%	1%	-1%	-4%	-11%	2%	-1%	-5%	-8%
CCOc1ccc(N(CC(=O)NC(C)C)C(=O)CCC(=O)Nc2ccccn2)cc1	16%	-6%	0%	-6%	1%	-4%	0%	-4%	-2%	1%	-2%
CC(=O)NN1C(=O)c2ccccc2NC1c1ccc([N+](=O)[O-])o1 (stereo not drawn)	?	?	-33%	-8%	-3%	1%	-38%	16%	-17%	-5%	1%
COc1ccc(OC(C)C(=O)NC(C)c2ccccc2)cc1 (stereo not drawn)	-14%	-5%	5%	-3%	3%	19%	5%	-7%	0%	2%	0%
CCC(=O)Nc1cccc(NC(=O)CSc2nnnn2C)c1	nt	-5%	-29%	11%	2%	2%	-21%	20%	1%	3%	2%
COc1cc(C)c(S(=O)(=O)N2CCCC2)cc1C	1%	-7%	-21%	-5%	-1%	-6%	-21%	-1%	7%	0%	-9%
O=C(CCN1C(=O)/C(=C/c2ccccc2F)SC1=S)NC1C=CS(=O)(=O)C1 (stereo not drawn)	?	19%	-11%	0%	-2%	11%	?	13%	8%	-12%	16%
Cc1cccn2c(CN[C@H]3CCCCNC3=O)c(C(=O)N3CCOCC3)nc12	-3%	-8%	3%	-5%	-3%	-3%	0%	-2%	1%	2%	3%
COc1ccc(C(=O)NCc2cc(C(C)C)no2)cc1OC1CCN(C(C)C)CC1	-14%	3%	1%	-12%	2%	13%	-1%	6%	-2%	0%	-1%
COc1ccccc1C(O)(C(=O)N(NC(C)=O)c1ccccc1)c1ccccc1OC	4%	-5%	-10%	1%	0%	1%	-4%	-1%	0%	0%	-4%
COc1ccc(-c2nnc3n2N=C(C)CS3)cc1	2%	-1%	-1%	1%	5%	-4%	-1%	2%	3%	-9%	0%
Cc1cccc(C(C)C)c1NC(=O)Cc1ccc(S(=O)(=O)N2CCOCC2)s1	0%	nt	-18%	nt	-9%	nt	nt	2%	-9%	2%	0%
CC(=O)Nc1ccc(S(=O)(=O)N2CCN(S(=O)(=O)N3CCCCCC3)CC2)cc1	2%	-11%	-17%	16%[0.365 µM]	3%	2%	4%	1%	0%	-1%	-8%
COc1cc(CO)ccc1OCc1nnnn1-c1ccc(C)cc1	-1%	2%	-9%	6%	-2%	-25%	1%	-2%	0%	-2%	-1%
O=C(CNC(=O)c1cccs1)NCCc1ccco1	2%	nt	-9%	nt	nt	nt	nt	15%	4%	-6%	7%
O=C(O)c1cccc(NC(=O)c2cn(-c3ccccc3)nc2-c2ccncc2)c1	19%	0%	0%	?	17µM*	3%	29%	2%	-4%	-1%	-3%
COc1cccc(N=Nc2ccc3ccccc3c2O)c1	-6%	11%	-7%	?	0.34µM*	?	8.9µM*	39%	?	?	4µM*
COc1ccc([N+](=O)[O-])cc1NC(=O)Cc1ccc(Cl)cc1	-6%	nt	3%	-19%	1%	2%	?	-9%	-4%	-7%	-4%
O=C(NCCCNC(=O)c1cccs1)c1cccs1	1%	-1%	0%	-4%	1%	-2%	0%	-2%	3%	8%	3%
CC(C(=O)NC1CCCC1)N1CCN(S(=O)(=O)c2ccccc2Cl)CC1 (stereo not drawn)	3%	nt	5%	nt	0%	nt	nt	-4%	2%	-4%	-5%
O=c1[nH]c(-c2ccccc2)cs1	-6%	-5%	-21%	10%	0%	1%	1%	-6%	13%	1%	-2%
O=C(CSc1nc2c(c(=O)[nH]1)CCCC2)Nc1ccc(Cl)cc1F	nt	-9%	-22%	0%	0%	-10%	11%	-11%	-3%	0%	2%
CCN(CC)c1ccc(/C=C2/C(=O)ON=C2C)cc1	-15%	?	6%	?	12µM*	73%[activator]	?	8%	6%	-2%	-3%
CC1CCCCC1NC(=O)CCCCn1c(=O)[nH]c2ccsc2c1=O (stereo not drawn)	5%	-7%	-6%	1%	0%	-4%	-14%	-1%	-1%	-4%	-3%
COC(=O)c1nc(NC(=S)NC(=O)c2cccs2)sc1C	-3%	3%	-52%	4.5µM*	11µM*	11%	4µM*	20%	?	?	?
O=C(NCc1cccs1)c1noc2c1CCCC2	nt	3%	-66%	12%	-12%	2%	?	11%	5%	15%	5%
COCCN(C(=O)Nc1ccccc1)c1ccccc1C	-5%	-3%	-16%	18%	4%	3%	?	-9%	4%	1%	11%
Cc1onc(-c2ccccc2)c1C(=O)OCC(=O)NC(C)c1ccc(Cl)cc1 (stereo not drawn)	2%	nt	7%	nt	-3%	nt	nt	-14%	-6%	0%	-11%
CCOC(=O)CNC1CC(=O)N(c2ccc(Br)cc2)C1=O (stereo not drawn)	1%	6%	-18%	nt	-2%	4%	nt	nt	6%	-5%	-1%
COc1cccc(CNC(=O)COC(=O)CNC(=O)c2ccc(-c3ccccc3)cc2)c1	5%	nt	-18%	nt	nt	nt	nt	8%	1%	-4%	3%
Cc1ccc(N(C)C(=O)N2CCN(S(=O)(=O)c3ccc(C)cc3)CC2)cc1	7%	16%	-16%	19%	-16%	3%	11%	13%	-2%	-1%	19%
Cc1cc2c(cn1)C(CCC#N)(CCC#N)c1ccccc1-2	-1%	-1%	4%	0%	5%	-1%	-28%	-36%[inhibitor]	0%	-5%	0%
CC1(C)C=C(c2ccc(C=O)s2)CC(C)(C)N1C=O	1%	?	-15%	13%	-1%	11%	9%	-3%	0%	-7%	-8%
O=C(c1cccn2c(=O)c3cc(Br)ccc3nc12)N1CCN(c2ccccn2)CC1	nt	10%	-55%	-15%	-2%	-3%	-9%	-6%	2%	1%	7%
CCN(CC)C(=O)c1sc(NC(=O)c2ccc3c(c2)OCO3)c(C(N)=O)c1C	-3%	7%	11µM*	8%	19µM*	1%	38%	-14%	5%	?	?
CCCCC(c1nnnn1C(C)C)N1CCN(C(=O)c2ccco2)CC1 (stereo not drawn)	9%	2%	-6%	6%	2%	4%	3%	-10%	18%	-2%	0%
CCN(CC)c1ccc(S(=O)(=O)N2CCOCC2)cc1NC(=O)CSc1n[nH]c(N)n1	6%	-2%	0%	6%	-39%	-8%	?	2%	0%	3%	1%
O=C(Nc1c(C(=O)N2CCCCC2)cnn1-c1ccccc1)c1ccco1	9%	-17%	9%	8%	1%	10%	4%	5%	-3%	9%	-3%
O=C1CN(C(=S)NC(=O)c2ccc(-c3ccccc3)cc2)CCN1	-16%	1%	38%	10µM*	?	2%	1.8µM*	26%	13%	4%	?
COc1ccc(/C=N/NC(=S)Nc2c(C)n(C)n(-c3ccccc3)c2=O)cc1OC	1%	nt	4%	0%	-7%	6%	-17%	-4%	0%	1%	-1%
CCN(CC)c1nc2c3c(nc4c(c3c1C#N)CC(=O)N4c1ccc(Cl)cc1)NC(C)=N2	12%	22%	-36%	-16%	1%	4%	?	-1%	-1%	-3%	-4%
O=C(NC1CCCC1)C(c1cccnc1)N(CCc1ccccc1)C(=O)c1ccco1 (stereo not drawn)	-3%	-2%	-1%	1%	3%	-7%	14%	7%	-6%	-4%	-2%
CCN(Cc1cccs1)C(=O)CN1C(=O)NC(c2ccccc2)(c2ccccc2)C1=O	21%	nt	-19%	nt	3%	nt	nt	-8%	-1%	-1%	-3%

# Not all compounds are listed; count on the stated rates, not on these rows.
